High-throughput results: PubChem, The Scripps Research Institute Molecular Screening Center
LYPLA1 counter = LYPLA1 inhibitors, primary screen, counter-screen for PME1 inhibitor project, biochemical, fluorescence polarization, FP-Rh probe ABPP; AID 2174, 2009; recombinant LYPLA1; 320,000 tested, 0.16% active; inhibition, % at 5.9 µM; Acyl-protein thioesterase 1 (Homo sapiens), O75608;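 active = inhibition above the mean of all tested compounds plus 3 SD, set per campaign, cut at about 14% in these data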;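 note: inhibitors block serine hydrolase probe labeling of LYPLA1 so polarization falls; 0% = enzyme with DMSO and 100% = wells lacking LYPLA1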
LYPLA2 inh = LYPLA2 inhibitors, primary screen, counter-screen for PME1 inhibitor project, biochemical, fluorescence polarization, FP-Rh probe ABPP | Acyl-protein thioesterase 2 (Homo sapiens), O95372 | recombinant LYPLA2 | inhibition, % at 5.9 µM | 320,000 tested, 0.38% active;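 active = inhibition above the screen-wide mean plus 3 SD, limit set per campaign, cut at about 26% in these data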;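 note: 0% = LYPLA2 with DMSO and 100% = wells lacking LYPLA2 enzyme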
Target sequence (O95372 whole entry, looked up): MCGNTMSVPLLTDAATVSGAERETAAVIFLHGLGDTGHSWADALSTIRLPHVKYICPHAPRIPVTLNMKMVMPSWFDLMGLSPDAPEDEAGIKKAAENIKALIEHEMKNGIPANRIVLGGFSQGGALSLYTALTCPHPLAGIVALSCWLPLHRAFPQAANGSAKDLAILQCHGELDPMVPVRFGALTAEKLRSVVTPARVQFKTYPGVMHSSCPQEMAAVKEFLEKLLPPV
PME-1 inh = PME-1 inhibitors via competitive probe labeling, primary screen, biochemical, fluorescence polarization, FP-Rh probe, HTS. Protein phosphatase methylesterase 1 (Homo sapiens), Q9Y570. recombinant PME-1. inhibition, % at 5.9 µM. 320,000 tested, 0.53% active. AID 2130, 2009;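 active = inhibition above the campaign mean of all compounds plus 3 SD, cut at about 26% in these data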;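 note: competitive labeling of PME-1 active site by serine hydrolase directed probe; 0% = PME-1 with DMSO and 100% = wells lacking PME-1 enzyme; inhibitors block probe labeling so polarization falls and inhibition rises; many of its hits are not listed in these tables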
Target sequence (Q9Y570 whole entry, looked up): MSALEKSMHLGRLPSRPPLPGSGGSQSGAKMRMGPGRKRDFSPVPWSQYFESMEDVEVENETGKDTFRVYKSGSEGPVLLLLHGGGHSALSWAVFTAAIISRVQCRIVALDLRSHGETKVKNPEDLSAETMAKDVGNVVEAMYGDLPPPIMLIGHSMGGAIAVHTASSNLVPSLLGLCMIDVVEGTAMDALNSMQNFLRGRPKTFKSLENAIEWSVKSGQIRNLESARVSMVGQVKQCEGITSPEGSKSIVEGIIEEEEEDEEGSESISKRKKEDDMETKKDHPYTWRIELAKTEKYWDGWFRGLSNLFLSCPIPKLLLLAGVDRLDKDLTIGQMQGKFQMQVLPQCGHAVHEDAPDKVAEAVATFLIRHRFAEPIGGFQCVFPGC
PAFAH2 FP inh = PAFAH2 enzyme inhibitors, primary screen, biochemical, fluorescence polarization, human; AID 492956, 2010; 340,000 tested, 0.99% active; recombinant PAFAH2, FP-rhodamine activity probe; Platelet-activating factor acetylhydrolase 2, cytoplasmic (Homo sapiens), Q99487; inhibition, % at 3.39 µM;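 active = inhibition above the mean over all tested compounds plus 3 SD, cut at about 30% in these data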;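 note: inhibitors block probe labeling of enzyme so polarization drops; 0% = enzyme with DMSO and 100% = wells lacking PAFAH2 protein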
PAD4 inh = human PAD4 inhibitors, primary screen, biochemical, fluorescence polarization, 1536-well format | recombinant PAD4, RCA probe fluorescence polarization | Protein-arginine deiminase type-4 (Homo sapiens), Q9UM07 | inhibition, % at 6.36 µM | 330,000 tested, 0.41% active;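 active = percent inhibition above a cutoff equal to the mean of all tested compounds plus 3 SD, cut at about 15% in these data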;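 note: 0% = PAD4 with RCA probe and DMSO and 100% = probe without PAD4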
GSTO1 counter = inhibitors of recombinant GSTO1, primary screen, counter-screen for RBBP9 inhibitor project, biochemical, fluorescence polarization; 300,000 tested, 1.1% active; inhibition, % at 5.96 µM; activity-based probe fluorescence polarization; Glutathione S-transferase omega-1 (Homo sapiens), P78417; AID 1974, 2009;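 active = inhibition above the campaign mean inhibition plus 3 SD, cut at about 35% in these data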;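 note: 0% = GSTO1-1 with DMSO and 100% = wells lacking GSTO1-1 enzyme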
pPAFAH inh = pPAFAH enzyme inhibitors, primary screen, biochemical, fluorescence polarization, human. 330,000 tested, 1.5% active. AID 463082, 2010. Platelet-activating factor acetylhydrolase (Homo sapiens), Q13093. recombinant pPAFAH, FP-rhodamine probe fluorescence polarization. inhibition, % at 3.39 µM;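 active = inhibition above the mean inhibition across the screen plus 3 SD, cut at about 25% in these data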;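 note: inhibitors block binding of the rhodamine activity-based probe so polarization drops; 0% = enzyme with DMSO and 100% = wells lacking pPAFAH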
Target sequence (Q13093 whole entry, looked up): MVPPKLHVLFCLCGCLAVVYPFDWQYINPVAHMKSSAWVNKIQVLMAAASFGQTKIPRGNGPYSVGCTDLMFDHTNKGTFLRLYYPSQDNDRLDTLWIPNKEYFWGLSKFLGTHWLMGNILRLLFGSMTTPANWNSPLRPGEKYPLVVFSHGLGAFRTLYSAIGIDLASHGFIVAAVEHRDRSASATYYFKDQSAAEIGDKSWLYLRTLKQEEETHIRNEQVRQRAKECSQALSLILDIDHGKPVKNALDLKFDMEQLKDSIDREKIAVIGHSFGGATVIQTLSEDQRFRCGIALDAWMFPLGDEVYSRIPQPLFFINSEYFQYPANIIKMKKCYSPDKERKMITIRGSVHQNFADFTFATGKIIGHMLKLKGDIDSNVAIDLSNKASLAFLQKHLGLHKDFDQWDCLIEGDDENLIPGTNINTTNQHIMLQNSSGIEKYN
PAFAH1B2 FP inh = PAFAH1B2 enzyme inhibitors, primary screen, biochemical, fluorescence polarization, human. Platelet-activating factor acetylhydrolase IB subunit alpha2 (Homo sapiens), P68402. recombinant PAFAH1B2, FP-rhodamine activity probe. inhibition, % at 3.39 µM. 340,000 tested, 1.2% active. AID 492953, 2010;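 active = inhibition above the mean of all tested compounds plus 3 SD, cut at about 24% in these data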;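 note: 0% = enzyme with DMSO and 100% = wells lacking PAFAH1B2; many of its hits are not listed in these tables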
PAFAH1B3 inh = PAFAH1B3 enzyme inhibitors, primary screen, biochemical, fluorescence polarization, human; inhibition, % at 3.39 µM; recombinant PAFAH1B3, FP-rhodamine probe; 340,000 tested, 0.28% active;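 active = inhibition above the screen-wide average of all tested compounds plus 3 SD, cut at about 25% in these data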;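 note: 0% = enzyme with DMSO only and 100% = wells lacking PAFAH1B3 protein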
Starred values were filed as active, the others as inactive; x = no result given.

SMILES	LYPLA1 counter	LYPLA2 inh	PME-1 inh	PAFAH2 FP inh	PAD4 inh	GSTO1 counter	pPAFAH inh	PAFAH1B2 FP inh	PAFAH1B3 inh
COc1cc(-c2nn3c(-c4ccccc4)nnc3s2)cc(OC)c1OC	3	4	-6	-2	6	0	8	2	6
COc1cccc(Nc2ncccc2C(=O)Nc2ccccc2)c1	-7	-2	-2	0	-5	1	-3	-1	-6
Cc1occc1C(=O)N/N=C/C=C/c1ccccc1	2	7	-4	-6	-5	0	-1	4	7
Cc1ccc(CCC(=O)Nc2ccc([N+](=O)[O-])cc2)o1	-2	1	1	2	0	9	0	5	3
CC1Cc2ccccc2N1C(=O)CNCCCN(C)C (configuration not stated)	-4	-3	-6	7	1	-5	2	4	10
COc1cc([C@H]2[C@@H]3CCCC[C@]3(O)CCN2Cc2ccccc2F)ccc1O	-1	-2	-2	-2	0	9	0	9	-1
NCCNC(=O)Cn1c(=O)c2c3c(sc2n(Cc2ccccc2)c1=O)CCCC3	1	5	-1	12	-4	-8	2	8	11
Cc1[nH]c2ccccc2c1NC(=O)CN1CCN(C(=O)c2ccco2)CC1	1	5	5	x	0	3	3	x	x
COc1ccc(Cn2c(O)c(C=Nc3ccc(O)cc3)c3ccccc3c2=O)cc1	4	3	21	-7	1	-13	18	-1	-2
CC(=O)NN1C(=O)c2ccc(Oc3cccc([N+](=O)[O-])c3)cc2C1=O	2	17	-4	0	-2	21	-5	-1	11
COc1cc(SC)ccc1C(=O)NCc1ccc(C)cc1	0	-3	-1	0	-1	4	6	-1	11
Cc1cc(C)n(CCc2nc3c4ccccc4n(CC#N)c(=O)n3n2)n1	-1	-1	0	0	-3	0	2	3	2

Record cards, from the list above. Values in the order: LYPLA1 counter | LYPLA2 inh | PME-1 inh | PAFAH2 FP inh | PAD4 inh | GSTO1 counter | pPAFAH inh | PAFAH1B2 FP inh | PAFAH1B3 inh
Shown for COc1cc([C@H]2[C@@H]3CCCC[C@]3(O)CCN2Cc2ccccc2F)ccc1O → -1 | -2 | -2 | -2 | 0 | 9 | 0 | 9 | -1
Shown for CC(=O)NN1C(=O)c2ccc(Oc3cccc([N+](=O)[O-])c3)cc2C1=O → 2 | 17 | -4 | 0 | -2 | 21 | -5 | -1 | 11
Shown for COc1ccc(Cn2c(O)c(C=Nc3ccc(O)cc3)c3ccccc3c2=O)cc1 → 4 | 3 | 21 | -7 | 1 | -13 | 18 | -1 | -2

(list continues)
SMILES	LYPLA1 counter	LYPLA2 inh	PME-1 inh	PAFAH2 FP inh	PAD4 inh	GSTO1 counter	pPAFAH inh	PAFAH1B2 FP inh	PAFAH1B3 inh
C=CCNc1cc(=O)n(Cc2ccccc2)c(=O)[nH]1	-3	-6	-5	-1	2	7	-4	-8	4
Cc1ccc(C(=O)c2sc3nsc(C)c3c2N)cc1	1	-2	2	8	2	6	7	5	0
COc1ccc(-n2nc(C(=O)NCC(=O)NCCC3=CCCCC3)c3ccccc3c2=O)cc1	-2	-1	-1	4	0	4	-4	6	9
COc1ccc(C2c3c(oc4ccccc4c3=O)C(=O)N2CCN2CCOCC2)cc1OC (configuration not stated)	1	-1	-1	-6	0	1	7	3	9
COc1ccccc1CCNC(=O)C(=O)NCC1OCCN1S(=O)(=O)c1ccc2c(c1)OCCO2 (configuration not stated)	1	5	9	1	-13	-1	-4	-1	10
COc1cc(CCC(=O)NCC2CCCO2)cc(OC)c1OC (configuration not stated)	2	-6	-5	-8	-4	3	-4	-3	-1
O=C(Nc1ccccc1)C12CC3CC(C1)CC(n1cnc([N+](=O)[O-])n1)(C3)C2	1	8	2	3	1	6	7	2	2
CS(=O)(=O)c1ccc(Cl)c(C(=O)NC2CCSc3ccccc32)c1 (configuration not stated)	4	3	9	6	1	-3	2	2	-1
CCCNc1c(NS(=O)(=O)c2c(F)c(F)c(F)c(F)c2F)c(=O)oc2ccccc12	1	7	3	13	3	28	10	5	0
CCNC(=O)COC(=O)c1cc(S(=O)(=O)N2CCCc3ccccc32)ccc1Cl	0	-2	-1	-9	-9	1	-2	7	0
CCCN1CNC(=S)N(CCc2ccccc2)C1	-2	-3	-8	5	-3	8	2	6	-3
Cc1ccc(NC(=O)c2cnc(SCC(=O)c3ccccc3)n(C)c2=O)cc1	2	4	-7	1	-1	-2	-1	4	7
COCCCNC(=O)c1ccc(Cn2c(=O)c3ccccc3n(Cc3ccc(C)cc3)c2=O)cc1	1	3	6	3	1	-8	0	-2	-4
COC(=O)Cc1[nH]nc2c1C1(CCSCC1)C(C#N)=C(N)O2	3	1	2	0	-4	4	3	1	-5
Cc1cc(C)c2nc(N(CCCN(C)C)C(=O)C3=COCCO3)sc2c1	-1	0	8	-1	0	11	2	3	4
O=C1c2cccnc2C(=O)N1Cc1ccccc1	2	4	4	-6	1	-3	-1	3	1
O=C1NC(=S)S/C1=C\c1coc2ccccc2c1=O	17*	7	4	2	-9	21	2	-6	2
NC(=O)CSc1nc2ccccc2nc1SCC(N)=O	0	-3	6	-5	-3	1	3	2	3
O=C(COc1ccccc1Cc1ccccc1)Nc1cccnc1	3	-1	4	3	1	x	0	-1	3
BrC(/C=N/Nc1nc(N2CCOCC2)nc(N2CCOCC2)n1)=C/c1ccccc1	3	-1	-2	7	0	12	2	6	5
Cc1cc2c(cc1C)N(CC(=O)N1CCCC1)C(=O)CC(c1ccccc1)=N2	-2	-4	3	3	-1	-11	0	-4	-3
COc1ccc(-c2cc(C(=O)OCC(=O)NC(C)C)c3ccccc3n2)cc1	-7	0	-4	0	2	2	-1	1	-5
CCOc1ccc(/C=C2/Sc3ccc(C(=O)NCC4CCCO4)cc3N(C)C2=O)cc1OC (configuration not stated)	3	7	2	3	-1	-25	5	0	4
Cc1csc(=O)n1CC(=O)OCc1cccc2ccccc12	1	-1	-5	8	-2	8	0	12	5

An excerpt of these results, in CSV form:
structure,LYPLA1 counter,LYPLA2 inh,PME-1 inh,PAFAH2 FP inh,PAD4 inh,GSTO1 counter,pPAFAH inh,PAFAH1B2 FP inh,PAFAH1B3 inh
CCCNc1c(NS(=O)(=O)c2c(F)c(F)c(F)c(F)c2F)c(=O)oc2ccccc12,1,7,3,13,3,28,10,5,0
CCNC(=O)COC(=O)c1cc(S(=O)(=O)N2CCCc3ccccc32)ccc1Cl,0,-2,-1,-9,-9,1,-2,7,0
CCCN1CNC(=S)N(CCc2ccccc2)C1,-2,-3,-8,5,-3,8,2,6,-3
Cc1ccc(NC(=O)c2cnc(SCC(=O)c3ccccc3)n(C)c2=O)cc1,2,4,-7,1,-1,-2,-1,4,7
COCCCNC(=O)c1ccc(Cn2c(=O)c3ccccc3n(Cc3ccc(C)cc3)c2=O)cc1,1,3,6,3,1,-8,0,-2,-4
COC(=O)Cc1[nH]nc2c1C1(CCSCC1)C(C#N)=C(N)O2,3,1,2,0,-4,4,3,1,-5
Cc1cc(C)c2nc(N(CCCN(C)C)C(=O)C3=COCCO3)sc2c1,-1,0,8,-1,0,11,2,3,4
O=C1c2cccnc2C(=O)N1Cc1ccccc1,2,4,4,-6,1,-3,-1,3,1
O=C1NC(=S)S/C1=C\c1coc2ccccc2c1=O,17*,7,4,2,-9,21,2,-6,2
NC(=O)CSc1nc2ccccc2nc1SCC(N)=O,0,-3,6,-5,-3,1,3,2,3
O=C(COc1ccccc1Cc1ccccc1)Nc1cccnc1,3,-1,4,3,1,x,0,-1,3
BrC(/C=N/Nc1nc(N2CCOCC2)nc(N2CCOCC2)n1)=C/c1ccccc1,3,-1,-2,7,0,12,2,6,5
Cc1cc2c(cc1C)N(CC(=O)N1CCCC1)C(=O)CC(c1ccccc1)=N2,-2,-4,3,3,-1,-11,0,-4,-3

Following part
SMILES	LYPLA1 counter	LYPLA2 inh	PME-1 inh	PAFAH2 FP inh	PAD4 inh	GSTO1 counter	pPAFAH inh	PAFAH1B2 FP inh	PAFAH1B3 inh
Cc1[nH]c2ccc(C(=O)OC(C)C(=O)NCc3ccccc3)cc2c1C (configuration not stated)	0	6	8	0	2	0	9	6	6
COC(=O)c1c(C)oc(C)c(C(=O)OC)c1=O	1	0	-4	-1	6	-4	-1	-1	7
COc1cc2c(cc1NC(=O)CSc1nccn1C)oc1ccccc12	-1	0	5	6	-4	4	2	1	4
COc1ccc(N2C(N)=NC(N)=NC2(C)C)cc1	1	7	-3	-2	2	4	3	4	5
COc1ccc(CCNC(=O)c2c(C)nc3ccccn23)cc1OC	2	4	2	-5	-2	10	0	-3	5
CC(=O)c1cc(CCC(=O)NC2CCCCCC2)oc1C	2	-4	-6	3	-3	-1	1	2	-1
O=S1(=O)CC2NC(=S)N(c3cccc(Br)c3)C2C1 (configuration not stated)	3	1	0	x	1	-1	3	x	x
Nn1c(SCc2ccccn2)nncc1=O	4	4	-4	5	-4	11	5	-5	2
CC(C)Oc1cccc(C(=O)C2CCCN(Cc3cnc(N4CCCC4)s3)C2)c1 (configuration not stated)	-1	-9	-2	-7	-2	-2	6	6	7
COc1ccc2c(C)c(C(=O)O)oc2c1	2	2	2	8	-3	-3	6	-4	4
CCOC(=O)n1c(SCC(=O)N(CC)CC)nc2ccccc21	-1	5	-2	7	-1	1	-5	5	10
COc1ccccc1Nc1ncc(C(=O)N2CCC(C(N)=O)CC2)c2ccccc12	1	0	0	6	-1	-1	-1	-1	5
CS(=O)(=O)c1ccccc1C(=O)NC1CCCc2ccccc21 (configuration not stated)	3	7	8	-2	-1	22	4	6	13
Cc1cc(CNCc2cn(C)nc2-c2ccc(Oc3ccccc3)cc2)on1	0	5	7	1	-1	3	3	3	5
O=C(CN1CCOCC1)Nc1ccccc1C(=O)Nc1ccccc1	-2	-1	0	1	-6	-3	-2	3	5
CCn1nnnc1-c1ccc(OC)c(S(=O)(=O)Nc2ccc(C(=O)OC)cc2)c1	0	3	5	-3	0	10	7	-2	5
COC(=O)[C@]1(Cc2ccccc2)N[C@H](CN(C)S(=O)(=O)c2ccc(F)cc2)[C@@H]2C(=O)N(C)C(=O)[C@@H]21	x	x	x	5	4	x	-5	9	5
CCOC(=O)N1CCN(C(=O)c2ccc3c(=O)n(CCC4=CCCCC4)c(=S)[nH]c3c2)CC1	-1	-2	-4	9	4	2	5	25*	3
CCN(CC)CCNc1nc(C(F)(F)F)nc2c1nnn2Cc1ccccc1	-3	7	-2	-1	2	-3	10	1	15
Cc1cc(C)c2nc(Cl)c(C3NC(=O)c4ccccc4N3)cc2c1 (configuration not stated)	-6	-6	-4	6	-5	0	-1	13	3

An excerpt (hit frequency here may not be typical).
